NCI-60 one-dose screen, 48 h, at 10 µM unless noted. Numbers give growth in % (100 = growth as untreated, 0 = no growth, -100 = all killed).
K-562 = K-562 leukemia | 78,000 tested, 7.4% active
MDA-MB-231 = MDA-MB-231 breast cancer. 81,000 tested, 5% active
MDA-MB-468 = MDA-MB-468 breast cancer. 78,000 tested, 8.5% active
T-47D = T-47D breast cancer; 79,000 tested, 5% active; AID 1794792
HS 578T = HS 578T breast cancer | AID 1794788 | 78,000 tested, 4.1% active
MCF7 = MCF7 breast cancer. 82,000 tested, 6.3% active
SR = SR leukemia cells | 73,000 tested, 8.7% active
BT-549 = BT-549 breast cancer. 78,000 tested, 4.4% active
* marks the source's active call; other numbers are inactive results; & = joins results of further samples. How the source made its calls: active means growth percent below 10; inactive means the rest.

N#CCN1C(=O)C2C3=C(CCCC3)SC2N=C1CN1CCCC1 (configuration not stated) was read as K-562 70, MDA-MB-231 95, T-47D 97, HS 578T 108, MCF7 109, SR 81 and BT-549 114.
Screening CC(NC(=O)C1(NC(=O)OCc2ccccc2)CCCC1)C(=O)O (configuration not stated) returned K-562 101, MDA-MB-231 107, MDA-MB-468 102, T-47D 97, HS 578T 114, MCF7 104, SR 91 and BT-549 113.
For OCCc1cccc(C(F)(F)F)c1 the results were K-562 114, MDA-MB-231 125, MDA-MB-468 104, T-47D 101, HS 578T 111, MCF7 113 and SR 113.
Screening C=C(CBr)[C@@H]1CC[C@]2(C(=O)O)CC[C@]3(C)[C@H](CC[C@@H]4[C@@]5(C)CCC(=O)C(C)(C)[C@@H]5CC[C@]43C)[C@@H]12 returned K-562 50, MDA-MB-231 81, MDA-MB-468 40, T-47D 68, HS 578T 92, MCF7 78, SR 60 and BT-549 84.
CCC(=O)C12CCCC1=NC(=N)N=C2C1=NC(=N)N=C2CCCC21C(=O)CC (configuration not stated) was read as K-562 95, MDA-MB-468 100, HS 578T 93, MCF7 91 and BT-549 118.
`CCCCCC#Cc1ccc(C(=O)c2c(CCCC)oc3ccc([N+](=O)[O-])cc23)cc1` gave K-562 89, MDA-MB-231 95, MDA-MB-468 88, T-47D 69, HS 578T 95, MCF7 86, SR 98 and BT-549 108.
`Cc1nc2nc(C(F)(F)F)[nH]c2nc1C` gave K-562 93, MDA-MB-231 114, MDA-MB-468 102, T-47D 104, HS 578T 119, MCF7 95, SR 111 and BT-549 100.
`CC(=O)SC(C(=O)O)(c1ccccc1)c1ccccc1` gave K-562 92, MDA-MB-231 103, MDA-MB-468 103, T-47D 78, MCF7 96, SR 80 and BT-549 101.
Screening O=C(Nc1ccc(S(=O)(=O)Nc2ccccn2)cc1)Nc1ccc(Cl)c(C(F)(F)F)c1 returned K-562 21, MDA-MB-231 51, MDA-MB-468 27, T-47D 31, HS 578T 84, MCF7 47, SR 43 and BT-549 76.
`CC/C(=C\c1ccc(OC)cc1)C(=O)c1ccc(OC)cc1` gave MDA-MB-231 96, MDA-MB-468 79, T-47D 86, HS 578T 100, MCF7 107, SR 108 and BT-549 135.
Screening CCOC(=O)c1c2c(c(-c3ccc(OC)cc3)n1Cc1ccccc1)CCCc1cnoc1-2 returned K-562 78, MDA-MB-231 86, MDA-MB-468 83, T-47D 57, HS 578T 96, MCF7 81, SR 73 and BT-549 121.
`CCC1SC2=NCCN2C1(O)c1ccc(Cl)cc1` (configuration not stated) gave K-562 89, MDA-MB-231 112, MDA-MB-468 98, T-47D 105, HS 578T 96, MCF7 90, SR 99 and BT-549 130.
Screening Cc1ccc(N=C=Nc2ccc(C)cc2)cc1 returned K-562 113, MDA-MB-231 108, MDA-MB-468 109, T-47D 109, HS 578T 115, MCF7 110 and BT-549 119.
`COCC(OC)C(CC=C(C#N)C#N)OC` (configuration not stated) gave K-562 104, MDA-MB-231 113, MDA-MB-468 90, T-47D 115, HS 578T 114, MCF7 96, SR 98 and BT-549 105.
For Cc1nc(-c2cc3ccccc3c(N3CCN(C)CC3)n2)cs1 the results were K-562 92, MDA-MB-231 90, MDA-MB-468 87, T-47D 84, HS 578T 85, MCF7 93, SR 102 and BT-549 98.

Three compounds from above, sorted by SMILES length, smallest number first.
For OCCc1cccc(C(F)(F)F)c1 the results were K-562 114, MDA-MB-231 125, MDA-MB-468 104, T-47D 101, HS 578T 111, MCF7 113 and SR 113.
Screening CC(NC(=O)C1(NC(=O)OCc2ccccc2)CCCC1)C(=O)O (configuration not stated) returned K-562 101, MDA-MB-231 107, MDA-MB-468 102, T-47D 97, HS 578T 114, MCF7 104, SR 91 and BT-549 113.
CCC(=O)C12CCCC1=NC(=N)N=C2C1=NC(=N)N=C2CCCC21C(=O)CC (configuration not stated) was read as K-562 95, MDA-MB-468 100, HS 578T 93, MCF7 91 and BT-549 118.

Random excerpt: two records from the list, in no set order.
For Cc1nc(-c2cc3ccccc3c(N3CCN(C)CC3)n2)cs1 the results were K-562 92, MDA-MB-231 90, MDA-MB-468 87, T-47D 84, HS 578T 85, MCF7 93, SR 102 and BT-549 98.
`CCC1SC2=NCCN2C1(O)c1ccc(Cl)cc1` (configuration not stated) gave K-562 89, MDA-MB-231 112, MDA-MB-468 98, T-47D 105, HS 578T 96, MCF7 90, SR 99 and BT-549 130.

Next records.
For CNC(=O)NC(C)(C)C the results were K-562 96, MDA-MB-231 111, MDA-MB-468 94, T-47D 114, HS 578T 99, MCF7 95, SR 90 and BT-549 101.
`COCCN(C(=O)c1ccc(F)cc1F)c1c(N)n(Cc2ccccc2)c(=O)[nH]c1=O` gave K-562 97, MDA-MB-231 106, MDA-MB-468 88, T-47D 103, HS 578T 107, MCF7 108 and BT-549 135.
CC1=C(C(=O)c2ccccc2)C(c2c(O)cc(O)cc2O)n2c(nc3ccccc32)N1 (configuration not stated) was read as K-562 110, MDA-MB-468 109, T-47D 92, MCF7 96, SR 100 and BT-549 101.
COc1cc(/C(C#N)=C/c2ccc3c(c2OC)OCO3)cc2c1OCO2 was read as K-562 21, MDA-MB-231 30, MDA-MB-468 9.2*, T-47D 53, HS 578T 0.1*, MCF7 21 and BT-549 72.
For Cc1cccc2c(Cl)c3cccc(C)c3nc12 the results were K-562 92, MDA-MB-231 94, MDA-MB-468 101, T-47D 94, HS 578T 103, MCF7 96 and BT-549 99.
COc1ccc(-c2nc3ccc(-c4nnc(SCC(=O)Nc5cc(OC)c(OC)c(OC)c5)o4)cc3[nH]2)cc1OC was read as K-562 94, MDA-MB-231 86, MDA-MB-468 85, T-47D 60, HS 578T 71, MCF7 85, SR 86 and BT-549 102.
COc1ccc(NC(=O)Nc2cnn(-c3ccc(S(N)(=O)=O)cc3)c2-c2ccc(OC)cc2)cc1 was read as K-562 98, MDA-MB-231 119, MDA-MB-468 124, T-47D 104, HS 578T 95, MCF7 97, SR 98 and BT-549 102.
For CC1=NNC(=O)C1 the results were K-562 113, MDA-MB-231 100, T-47D 116, HS 578T 117, MCF7 104, SR 124 and BT-549 99.
Screening OCc1ccccc1Cn1ccnc1 returned K-562 114, MDA-MB-231 110, MDA-MB-468 90, T-47D 101, HS 578T 96, MCF7 97, SR 96 and BT-549 105.
`O=c1ccc(=O)n(-c2nc(O)c(N=Nc3c(Cl)cccc3Cl)s2)[nH]1` gave K-562 96, MDA-MB-231 103, MDA-MB-468 97, T-47D 101, HS 578T 97, MCF7 97, SR 110 and BT-549 99.
`O=C(/C=C/c1ccc(Cl)cc1)c1c(O)c2ccccc2oc1=O` gave K-562 101, MDA-MB-231 96, MDA-MB-468 132, T-47D 82, MCF7 85, SR 97 and BT-549 94.
N=C(N)c1ccc(-c2ccc(-c3ccc(Cl)cc3Cl)s2)nc1 was read as K-562 -1.7*, MDA-MB-231 74, MDA-MB-468 -14*, T-47D 81, HS 578T 90, MCF7 -30*, SR 5.5* and BT-549 105.
Screening CC(=O)Nc1ccc2c(c1)C(NC(=O)/C=C\C(=O)O)c1ccccc1-2 (configuration not stated) returned K-562 119, MDA-MB-231 106, MDA-MB-468 95, T-47D 110, HS 578T 100, MCF7 98 and BT-549 118.
CC(C)C(=O)OCCOc1ccc(C(C)(C)C)cc1 was read as K-562 103, MDA-MB-231 90, MDA-MB-468 102, HS 578T 94, MCF7 95 and SR 99.
COC(=O)/C(=C1/OC(=O)C(c2ccccc2)=C1O)c1ccccc1 was read as K-562 108, MDA-MB-231 103, MDA-MB-468 107, T-47D 109, HS 578T 121, MCF7 99, SR 90 and BT-549 171.

Molecules shown so far containing a COOH group:
Screening CC(NC(=O)C1(NC(=O)OCc2ccccc2)CCCC1)C(=O)O (configuration not stated) returned K-562 101, MDA-MB-231 107, MDA-MB-468 102, T-47D 97, HS 578T 114, MCF7 104, SR 91 and BT-549 113.
Screening C=C(CBr)[C@@H]1CC[C@]2(C(=O)O)CC[C@]3(C)[C@H](CC[C@@H]4[C@@]5(C)CCC(=O)C(C)(C)[C@@H]5CC[C@]43C)[C@@H]12 returned K-562 50, MDA-MB-231 81, MDA-MB-468 40, T-47D 68, HS 578T 92, MCF7 78, SR 60 and BT-549 84.
`CC(=O)SC(C(=O)O)(c1ccccc1)c1ccccc1` gave K-562 92, MDA-MB-231 103, MDA-MB-468 103, T-47D 78, MCF7 96, SR 80 and BT-549 101.
Screening CC(=O)Nc1ccc2c(c1)C(NC(=O)/C=C\C(=O)O)c1ccccc1-2 (configuration not stated) returned K-562 119, MDA-MB-231 106, MDA-MB-468 95, T-47D 110, HS 578T 100, MCF7 98 and BT-549 118.

Continuation:
CCCCC1CCc2cccc3c(SCC(=O)N(C)c4ccc(Br)cc4)cc[n+]1c23 (configuration not stated) was read as K-562 97, MDA-MB-231 112, MDA-MB-468 107, T-47D 101, HS 578T 112, MCF7 95, SR 97 and BT-549 127.
`O=C(CCc1nnc2sc(CCl)nn12)c1nc2ccccc2[nH]1` gave MDA-MB-231 109, MDA-MB-468 111, T-47D 97, MCF7 96 and BT-549 95.
`CSc1nnc2n(Cc3ccccc3)c(=O)c3c(C)c(C(N)=O)sc3n12` gave MDA-MB-231 101, MDA-MB-468 125, T-47D 106, HS 578T 97, MCF7 95 and BT-549 84.
Cc1cc(N=Nc2cc(S(=O)(=O)O)c3ccccc3c2N)ccc1-c1ccc(N=Nc2cc(S(=O)(=O)O)c3ccccc3c2N)cc1C was read as K-562 103, MDA-MB-231 114, MDA-MB-468 110, T-47D 93, HS 578T 122, MCF7 108 and SR 107.
For C(=N\Nc1ncnc2sc3c(c12)CCNC3)/c1cccc2ccccc12 the results were K-562 2.8*, MDA-MB-231 66, MDA-MB-468 72, T-47D 103, HS 578T 97, MCF7 38, SR 22 and BT-549 92.
For COc1ccc(-c2csc(N/N=C/c3cn(-c4ccc(C(=O)O)cc4)nc3-c3ccc(C(=O)O)cc3)n2)cc1 the results were K-562 102, MDA-MB-231 97, MDA-MB-468 110, T-47D 101, HS 578T 95, MCF7 99, SR 88 and BT-549 97.
For O/N=C1\C2CC=C(c3ccccc3)C1CCC2 (configuration not stated) the results were K-562 79, MDA-MB-231 111, T-47D 99, HS 578T 106, MCF7 106, SR 96 and BT-549 92.
Screening Cc1c(-c2cnc3ccc(Br)cc3c2C(=O)O)nnn1-c1ccc(Cl)cc1 returned K-562 98, MDA-MB-231 95, MDA-MB-468 112, T-47D 95, HS 578T 109, MCF7 95, SR 89 and BT-549 88.
`CCN(CC)CCN1c2ccncc2Sc2ccncc21` gave K-562 90, MDA-MB-231 94, T-47D 111, HS 578T 113, MCF7 104 and BT-549 106.
Screening CN=C1Nc2cc(OC)c(OC)c(OC)c2C(c2cc(Cl)ccc2F)S1 (configuration not stated) returned K-562 94, MDA-MB-231 93, MDA-MB-468 87, T-47D 78, HS 578T 89, MCF7 98, SR 69 and BT-549 107.
Screening CCc1ccc(C(c2ccc(CC)cc2)C(Cl)(Cl)CCl)cc1 returned K-562 106, MDA-MB-231 89, MDA-MB-468 96, T-47D 78, HS 578T 65, MCF7 106, SR 103 and BT-549 116.
CCNC(=O)Nc1ncccc1OCc1ccc(F)cc1 was read as K-562 100, MDA-MB-231 115, MDA-MB-468 101, T-47D 90, HS 578T 112, MCF7 84, SR 105 and BT-549 114.
Cc1ccc(NC(=O)N(C)C)c(C)c1 was read as K-562 101&114, MDA-MB-231 105&100, MDA-MB-468 97&95, T-47D 94&99, HS 578T 108&93, MCF7 96&97, SR 83&89 and BT-549 99&100.
`CCN(CC)CCC(CNc1ccnc2cc(Cl)ccc12)c1ccc(Cl)cc1` (configuration not stated) gave K-562 -54*, MDA-MB-231 -32*, MDA-MB-468 -87*, T-47D -76*, HS 578T -67*, MCF7 -71* and SR -13*.
Screening COCCn1cc(-c2csc(-c3c[nH]c4ccccc34)n2)c2cccnc21 returned K-562 18, MDA-MB-231 35, MDA-MB-468 -6.7*, T-47D 3.1*, HS 578T 57, MCF7 9.9*, SR 8.2* and BT-549 22.
